Assay outcomes (PubChem)
Mdm2-MdmX inh = inhibitors of human Mdm2-MdmX association, primary screen, cell-based, luminescence, split luciferase, SaOS-2, uHTS. Protein Mdm4 (Homo sapiens) + E3 ubiquitin-protein ligase Mdm2 (Homo sapiens), …. SaOS-2 split-luciferase Mdm2/MdmX complementation. inhibition, % at 8 µM. hit rate 3% among 330,000. AID 485346, 2010;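 active means inhibition of at least 50% at 8 µM in the primary screen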
Gli-Sufu block = Gli-Sufu pathway antagonists, primary screen, luciferase luminescence, Sufu-KO-LIGHT cells, uHTS; inhibition, % at 5 µM; Sufu-KO-LIGHT fibroblasts, Gli luciferase reporter luminescence; hit rate 0.74% among 340,000;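 active means inhibition above about 55%, limit read from the data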;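 further: 0% = DMSO-treated cells and 100% = wells with medium but no cells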
CXCR6 inh = CXCR6 receptor inhibitors, primary screen, cell-based, beta-arrestin, luminescence, CHO-K1 PathHunter, 1536-well | inhibition, % at 20 µM | C-X-C chemokine receptor type 6 (Homo sapiens), O00574 | AID 602244, 2012 | hit rate 0.36% among 360,000; in the data active means inhibition above about 34%, passing the limit was not always enough;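 further: antagonist mode with CXCL16 agonist at 10 nM final; 0% = 10 nM CXCL16 with DMSO and 100% = unstimulated wells without agonist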
Target sequence (O00574 whole entry, looked up): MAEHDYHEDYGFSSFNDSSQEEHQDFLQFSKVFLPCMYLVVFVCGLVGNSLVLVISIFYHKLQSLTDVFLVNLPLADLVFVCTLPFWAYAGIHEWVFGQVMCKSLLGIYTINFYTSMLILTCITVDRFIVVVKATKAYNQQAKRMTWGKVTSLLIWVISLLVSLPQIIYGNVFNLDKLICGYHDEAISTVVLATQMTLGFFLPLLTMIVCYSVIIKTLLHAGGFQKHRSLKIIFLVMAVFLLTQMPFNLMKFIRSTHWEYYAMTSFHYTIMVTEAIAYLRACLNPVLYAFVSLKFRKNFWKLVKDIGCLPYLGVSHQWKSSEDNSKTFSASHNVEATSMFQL
UPR CHOP act = activators of apoptotic CHOP UPR arm, primary screen, cell-based, CHO-CHOP luciferase reporter, luminescence, uHTS; UPR activation; percent of tunicamycin response over DMSO baseline; activation, % at 10 µM; hit rate 0.34% among 330,000; AID 449763, 2010;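 active means at 10 µM dose, activation of 40% or more, normalized to positive control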;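 further: 100% = tunicamycin at 10 µg/mL and 0% = DMSO alone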
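System: CHO-CHOP luciferase reporter cell line; amount: 500 cells/well; buffer or medium: F12 medium containing 10% fetal bovine serum; incubation: 6 h compound exposure at 37 °C after overnight seeding; measured by: luciferase luminescence after 10 min with Steady-Glo reagent; evaluation: % reporter activation, DMSO baseline versus tunicamycin full activation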
UPR XBP1 act = activators of adaptive XBP1 UPR arm, primary screen, cell-based, CHO-XBP1 luciferase reporter, luminescence, uHTS | IRE1-XBP1 UPR activation; percent of tunicamycin response, DMSO as zero | activation, % at 20 µM | hit rate 0.33% among 330,000 | AID 463104, 2010;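 active means versus positive control, 20 µM dose yields 30% or more activation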;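 further: 100% = tunicamycin at 10 µg/mL and 0% = DMSO only wells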
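incubation = overnight seeding at 37 °C, 6 h compound treatment at 37 °C | assay system = CHO-XBP1 cells stably carrying IRE1-XBP1-driven luciferase reporter | input = 1000 cells per well | detection = luciferase luminescence | dosing = single point, 20 µM final compound, 1% DMSO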
CCR6 antagonist = CCR6 receptor antagonists, primary screen, cell-based, CHO-K1, luminescence, beta-arrestin, uHTS; AID 493098, 2011; C-C chemokine receptor type 6 (Homo sapiens), P51684; CHO-K1 CCR6 PathHunter beta-arrestin, CCL20-stimulated; inhibition, % at 20 µM; hit rate 0.49% among 340,000;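 active means compounds whose inhibition of the agonist-driven luminescence signal at 20 µM reaches about 50%, limit read from the data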;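 further: cells stimulated with CCL20 at 14 nM final; plate controls were DMSO with CCL20 for no effect and DMSO without agonist for full effect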
Target sequence (P51684 whole entry, looked up): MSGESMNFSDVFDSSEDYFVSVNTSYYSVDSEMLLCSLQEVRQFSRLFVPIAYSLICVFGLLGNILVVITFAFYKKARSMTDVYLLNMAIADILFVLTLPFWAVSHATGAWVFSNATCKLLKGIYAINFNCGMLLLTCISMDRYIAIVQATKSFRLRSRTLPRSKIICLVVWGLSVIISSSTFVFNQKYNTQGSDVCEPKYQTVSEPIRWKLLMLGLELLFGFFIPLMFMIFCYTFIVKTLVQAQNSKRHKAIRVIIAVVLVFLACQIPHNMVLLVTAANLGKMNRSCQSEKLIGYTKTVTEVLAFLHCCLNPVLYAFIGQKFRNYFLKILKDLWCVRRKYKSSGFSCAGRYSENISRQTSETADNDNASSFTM
697 NFkB inh = inhibitors of PMA/ionomycin-induced NF-kB reporter, 697 cells, primary screen, B-cell NF-kB inhibitor project, cell-based, luminescence, uHTS; hit rate 0.33% among 330,000; 697 B-cell NF-kB luciferase reporter, 16 h; inhibition, % at 4 µM; AID 435022, 2010; in the data active means inhibition above about 35%
EBI2 antag = EBI2 receptor antagonists, beta-arrestin recruitment, primary screen, cell-based, luminescence, 7a,25-OHC stimulation, uHTS | AID 651636, 2012 | 7a,25-OHC stimulated | inhibition, % at 5 µM | G-protein coupled receptor 183 (Homo sapiens), P32249 | hit rate 0.81% among 360,000; in the data active means inhibition above about 38%;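 further: enzyme fragment complementation signal reports receptor beta-arrestin coupling in cells; 0% = agonist plus DMSO wells and 100% = wells without agonist; some results beyond the cut were filed as inactive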
Jurkat NFkB inh = inhibitors of induced NF-kB luciferase reporter, primary screen, TCR NF-kB activation inhibitor project, cell-based, luminescence, uHTS; hit rate 0.53% among 330,000; Jurkat, PMA/ionomycin-induced NF-kB luciferase reporter; inhibition, % at 4 µM; AID 435003, 2010; in the data active means inhibition above about 50%
* hit, by the source's call; x = no result given. This is a random part of the collection. About 5% of those tested had a hit in this group.

SMILES	Mdm2-MdmX inh	Gli-Sufu block	CXCR6 inh	UPR CHOP act	UPR XBP1 act	CCR6 antagonist	697 NFkB inh	EBI2 antag	Jurkat NFkB inh
CC1CCN(C(=O)c2ccc(N3C(=O)c4ccccc4C3=O)cc2)CC1	18	5	-12	0.0	0	4	8	-2	-11
O=C(CCC(=O)N1CCN(c2ccc(O)cc2)CC1)c1cccs1	-36	10	-6	2.2	-3	-2	-41	7	-6
CCCNC(=O)N1CCC(n2nccc2NC(=O)CCOc2ccccc2)CC1	7	-8	-2	-0.6	-3	7	6	-6	-6
CCC/C(C)=C/c1ccc(CC)cn1	x	-11	3	x	x	5	x	-1	x
O=C(COc1ccccc1Cl)N1CCNC1=O	19	-2	0	0.3	-3	-1	0	4	-4
COC(=O)/C=C1\S/C(=N/N=C/c2ccc(Cl)cc2)NC1=O	5	-5	6	-0.9	-2	6	-16	-14	0
Cc1ccc(/C=C(\NC(=O)c2ccc(C)cc2)C(=O)NCCCn2ccnc2)cc1	2	4	-2	13	-3	7	11	10	3
CCn1c(NC(=O)c2ccccc2)nc2ccccc21	-8	4	13	5.0	5	19	-73	-3	-38
CCc1ccc(C(=O)CSc2nc(N)cc(=O)[nH]2)cc1	-31	-2	2	2.3	-6	3	-15	-1	2
COc1cccc(CNC(=O)CC2C(=O)NCCN2Cc2ccoc2)c1OC (stereo not drawn)	3	7	-5	-1.3	-6	9	5	-14	2
CCN(CC(=O)NCc1ccc(Cl)cc1)C(=O)COc1ccc(C)cc1C	-2	-1	4	1.4	-1	20	-20	25	0
COC(=O)C1=C(C(=O)OC)C2C(C)=CC(C)=CN2C(C(=O)OC)=C1C(=O)OC (stereo not drawn)	4	3	4	0.2	-2	8	-5	2	3
O=C(CSC(=O)c1ccccc1)Nc1ccccc1F	10	1	3	-1.0	2	15	0	-3	-7
CC1SC(=NC(=O)C(C)N2C(=O)c3ccccc3C2=O)NC1=O (stereo not drawn)	17	-7	-24	0.7	0	15	14	7	-11
CC1(C)CC(NC(=O)c2ccccc2NS(=O)(=O)c2ccc(Br)cc2)CC(C)(C)N1	x	-3	-1	x	x	-1	x	6	x
COc1ccc(C2c3c(ncn(CCCN4CCOCC4)c3=N)Oc3ccc4ccccc4c32)cc1OC (stereo not drawn)	86*	5	14	1.6	4	4	4	6	1
Cc1ccc(-n2cc(CNCCN3CCOC3=O)c(-c3cccc(C)c3)n2)cc1	11	6	-1	-0.8	5	11	-3	-8	-2
COc1ccc(S(=O)(=O)NCC(c2ccco2)N2CCc3ccccc3C2)cc1 (stereo not drawn)	21	-8	-3	-0.7	-2	20	2	4	3
COc1ccc(CCNC(=O)Nc2ccc([N+](=O)[O-])cc2)cc1OC	13	14	-1	1.3	2	14	14	-9	-4
CCNC(=O)CSc1nnc(C2CC2)n1-c1ccccc1	-6	1	-7	2.7	-1	-4	5	-5	-2

Six of the entries above in order of their number in 697 NFkB inh, low to high.
SMILES | Mdm2-MdmX inh | CXCR6 inh | CCR6 antagonist | 697 NFkB inh | EBI2 antag | Jurkat NFkB inh
CCn1c(NC(=O)c2ccccc2)nc2ccccc21 | -8 | 13 | 19 | -73 | -3 | -38
CCN(CC(=O)NCc1ccc(Cl)cc1)C(=O)COc1ccc(C)cc1C | -2 | 4 | 20 | -20 | 25 | 0
COc1ccc(S(=O)(=O)NCC(c2ccco2)N2CCc3ccccc3C2)cc1 (stereo not drawn) | 21 | -3 | 20 | 2 | 4 | 3
COc1ccc(C2c3c(ncn(CCCN4CCOCC4)c3=N)Oc3ccc4ccccc4c32)cc1OC (stereo not drawn) | 86* | 14 | 4 | 4 | 6 | 1
COc1cccc(CNC(=O)CC2C(=O)NCCN2Cc2ccoc2)c1OC (stereo not drawn) | 3 | -5 | 9 | 5 | -14 | 2
COc1ccc(CCNC(=O)Nc2ccc([N+](=O)[O-])cc2)cc1OC | 13 | -1 | 14 | 14 | -9 | -4

Taken from above:
COc1ccc(CCNC(=O)Nc2ccc([N+](=O)[O-])cc2)cc1OC @ CXCR6 inh: -1
COc1cccc(CNC(=O)CC2C(=O)NCCN2Cc2ccoc2)c1OC (stereo not drawn) @ EBI2 antag: -14

The main list resumes; the 2 compounds before the break are reprinted first.
SMILES	Mdm2-MdmX inh	Gli-Sufu block	CXCR6 inh	UPR CHOP act	UPR XBP1 act	CCR6 antagonist	697 NFkB inh	EBI2 antag	Jurkat NFkB inh
COc1ccc(CCNC(=O)Nc2ccc([N+](=O)[O-])cc2)cc1OC	13	14	-1	1.3	2	14	14	-9	-4
CCNC(=O)CSc1nnc(C2CC2)n1-c1ccccc1	-6	1	-7	2.7	-1	-4	5	-5	-2
Cc1cccc(N2CCN(C(=O)c3ccc(NC(=O)CC4SC(N5CCCC5)=NC4=O)cc3)CC2)c1C (stereo not drawn)	21	8	2	2.1	1	8	12	-7	21
Cc1cccc(NC(=O)COc2ccc(-c3nn(C)c(=O)c4ccccc34)cc2)c1	36	-8	-4	0.4	1	14	10	8	8
Cc1cc(=O)n2c3c(sc2n1)C(=O)N(Cc1ccccc1)C3=O	15	x	x	0.9	-5	x	17	x	-1
Cc1cc(C)c([N+](=O)[O-])cc1-c1ccc(/C=N/c2c(-c3ccco3)nc3ccccn23)o1	-11	-36	12	2.0	3	17	-5	-4	-5
Cc1csc(NC(=O)c2cccnc2Cl)n1	-5	-35	3	6.0	2	8	-44	-12	-32
Cc1nc(-c2ccc(S(=O)(=O)Nc3ccc(Br)cc3Cl)s2)cs1	-7	-2	6	0.2	1	15	10	-3	2
O=C(NCCCn1ccnc1)c1cc(S(=O)(=O)N2CCOCC2)c(Cl)cc1Cl	9	3	-13	0.1	-2	-2	-21	-2	-12
CCC(=O)Nc1cccc(NC(=S)NC(=O)c2ccccc2)c1	-84	-43	4	6.5	2	9	-83	-9	-68
CN(CC(=O)NCCc1ccc(F)cc1)CC(=O)Nc1ccc(F)c(F)c1F	-14	-6	10	-0.6	1	6	-1	3	-5
Cc1cc(C)c(CC(=O)c2ccccc2)c(C)c1	x	1	6	x	x	11	x	10	x
Cc1cccc(C)c1OCC(=O)Nc1ccc2c(c1)OCCO2	-11	x	0	1.8	1	14	-1	3	-4
Cc1ccccc1NC(=O)NCCCN1CCN(C)CC1	-10	1	1	-0.6	-4	8	-17	7	-14
O=[N+]([O-])c1ccccc1S(=O)(=O)N1CCN(c2ccccc2)CC1	-9	-38	8	-0.1	-2	14	-12	4	5
Cn1ccnc1SCC(=O)N1CCN(S(=O)(=O)c2ccccc2)CC1	-9	-10	-1	-1.9	2	9	5	1	6
C=CC[C@H](CC(=O)NCCO)C(=O)NCCOC(=O)[C@@H](CC=C)Cc1ccc(F)cc1	-27	-4	0	0.3	1	5	-24	-4	-7
c1ccc(Nc2nc(-c3ccccc3)nc3ccccc23)cc1	24	0	-11	0.6	0	-16	2	-3	0
CN(C(=O)CSc1ncnc2sccc12)C1CCS(=O)(=O)C1 (stereo not drawn)	8	-5	-4	-1.6	-2	-3	16	1	-4
COC(=O)c1c(N2C(=O)Nc3ccccc3N2O)sc(C)c1C	-2	-3	-3	0.6	0	0	5	-7	14
Cc1ccc(S(=O)(=O)c2nc(-c3ccco3)oc2SC(C)C)cc1	8	4	10	0.1	-1	18	-17	-9	3
O=C(Nc1ccc(F)cc1F)c1ccccc1NC(=O)C1CC=CCC1C(=O)O (stereo not drawn)	26	2	2	-0.7	-1	-8	-8	0	12

Some of the entries so far, bar-delimited.
structure | Mdm2-MdmX inh | Gli-Sufu block | CXCR6 inh | UPR CHOP act | UPR XBP1 act | CCR6 antagonist | 697 NFkB inh | EBI2 antag | Jurkat NFkB inh
CCNC(=O)CSc1nnc(C2CC2)n1-c1ccccc1 | -6 | 1 | -7 | 2.7 | -1 | -4 | 5 | -5 | -2
CCc1ccc(C(=O)CSc2nc(N)cc(=O)[nH]2)cc1 | -31 | -2 | 2 | 2.3 | -6 | 3 | -15 | -1 | 2

New compounds follow.
SMILES	Mdm2-MdmX inh	Gli-Sufu block	CXCR6 inh	UPR CHOP act	UPR XBP1 act	CCR6 antagonist	697 NFkB inh	EBI2 antag	Jurkat NFkB inh
C=CCC(C#Cc1ccc(C)cc1)N(CC)CC (stereo not drawn)	3	-2	3	-1.1	-1	20	-7	-9	4
CCCn1nnnc1COc1ccc(C(N)=O)cc1	-28	4	-6	-0.6	0	9	-10	-4	1
Cc1cc(C(=O)N[C@H](c2ccccc2)[C@@]2(C)C[C@@H]2[C@@H](C)C(=O)Nc2ccc3ccccc3c2)no1	6	20	2	-1.3	-1	15	20	22	4
COCc1nc2ccccc2n1CCCOc1ccccc1	4	9	4	4.7	4	6	-11	-11	-1
CN(C)c1ccc(N=Nc2ccc(S(=O)(=O)O)cc2)c2ccccc12	-20	0	42*	-0.7	-3	62*	0	12	14
O=C(CSc1nnc(-c2ccccc2F)o1)NC1CC1	-41	-2	-4	3.4	-2	-12	-36	-8	-17
O=C(O)c1ccccc1NCc1ccsc1	x	11	1	x	x	-7	x	-2	x
Cc1ccc(NC(=O)c2ccc([N+](=O)[O-])s2)cc1S(=O)(=O)N1CCOCC1	65*	11	-15	4.5	1	22	3	-3	8
CCOC(=O)CC1=CC(C)(CC(=O)OCC)C(C#N)(C#N)C(N)=C1C#N (stereo not drawn)	-5	-3	1	-0.4	-1	16	-11	7	-3
O=C(COC(=O)COc1ccccc1Cl)Nc1ccccc1OC(F)F	-8	-13	2	0.1	1	6	-19	-14	-6
Cc1nn2c(=O)cc(COC(=O)c3ccc(S(=O)(=O)N4CCCCC4)cc3)nc2s1	6	15	9	-0.7	-4	-8	-3	1	-2
Cc1ccc(C)c2c1cc(C)c1nnc(SCc3ccccn3)n12	-3	8	-4	0.8	2	4	17	4	-4
O=C1CN(C(=O)COc2ccc(Br)cc2)c2ccccc2N1	19	-8	-6	0.2	2	-15	19	15	8
CCN(CC)CCCn1c(=S)[nH]c2cc(OC)c(OC)cc2c1=O	-20	17	2	2.5	-1	-3	9	-5	-11
